RSV CPE inhibition: RSV antiviral activity via CPE protection, HEp-2 cells, primary 10 µM value included (AID 2391) | HEp-2 cells, RSV-induced CPE inhibition; higher % means a stronger effect | one-dose CPE inhibition, % at 10 µM; IC50 in µM for titrated hits | 310,000 tested, 0.13% active; in the data active means a potency from the dose series; inconclusive means CPE inhibition mostly from about 23% at the one dose, without a potency; inactive means the rest, 99 in 100 with CPE inhibition below about 21%; further: strong numbers were not always called active
West Nile antiviral: inhibition of WNV-induced cytopathic effect – cell-based, CPE readout (AID 1621); 290,000 tested, 0.02% active; West Nile virus-infected cells, CPE inhibition; higher % means a stronger effect; one-dose CPE inhibition, % at 10 µM; IC50 in µM for titrated hits; in the data active means a potency from the dose series; inconclusive means CPE inhibition mostly from about 3.7% at the one dose, without a potency; inactive means the rest, 99 in 100 with CPE inhibition below about 2.2%; further: strong numbers were not always called active
human PMI inhibitors: MPI inhibition at elevated mannose 6-phosphate – biochemical, fluorescence intensity, high mannose 6-phosphate, primary screen (AID 1220); recombinant PMI enzyme, coupled fluorescence intensity; higher % means a stronger effect; one-dose inhibition, % at 20 µM; IC50 in µM for titrated hits; 190,000 tested, 0.66% active
M17LAP inhibition: P. falciparum M17LAP inhibitors, primary screen, biochemical, fluorogenic H-Leu-NHMec substrate, 1536-well (AID 1619). recombinant M17LAP, H-Leu-NHMec fluorogenic kinetic assay; higher % means a stronger effect. inhibition, % at 30 µM, or IC50 in µM where a hit was titrated. 220,000 tested, 0.38% active;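 active means compound inhibiting the enzyme by more than half at any dose during confirmatory dose-response retesting; inconclusive means strong single-dose inhibitors picked by rank but not retested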;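 further: plate controls were full reaction with DMSO carrier for no effect and no enzyme background for full effect; strong numbers were not always called active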
T cell modulator: T cell immune modulators affecting CD8 T cell-vesicle binding. 2C CD8+ T cell-vesicle binding, flow cytometry; hits give low values. calls only at 7 µM. 330,000 tested, 0.068% active;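 active means response, share of CD8 T cells binding vesicles, and their 90th percentile fluorescence all below set limits, cut at about 80% in these data, passing the limit was not always enough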
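Material: 2C TCR transgenic mouse naive CD8+ T cells, MACS-purified. Also added: QL9-charged Drosophila Ld/ICAM-1/B7-1 vesicles. Timing: binding 1.5 h at 37 °C. Measured by: high-throughput flow cytometry with anti-B7-1 and anti-CD8 staining. Read-out: percent CD8+ FL2 mean versus row control. Controls: Unloaded micro-vesicles (low), QL9 vesicles with 0.7% DMSO (high).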
human PMI inhibition: MPI enzyme activity inhibition – biochemical, fluorescence intensity, coupled assay, primary screen (AID 1209); purified PMI enzyme, coupled fluorescence intensity; higher % means a stronger effect; inhibition, % at 20 µM; hits with a dose series show IC50 in µM; 190,000 tested, 0.42% active;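 further: plate controls were DMSO vehicle for no effect and wells lacking substrate for full effect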
TNAP activation fold: human TNAP enzyme activators, primary screen, biochemical, luminescent, no phosphate acceptor, uHTS (AID 1001); purified TNAP, luminescent activation assay, no phosphate acceptor; higher activation fold means a stronger effect; 200,000 tested, 0.03% active; activation fold at 20 µM, or EC50 in µM where a hit was titrated; in the data active means activation fold from about 3, or a potency from the dose series; inactive means the rest, 99 in 100 with activation fold below about 1.6; further: many of its hits are not listed in these tables
UTI89 phage lysis: protection from phage-mediated lysis, alamar blue read-out – E. coli UTI89, K1F phage, bacterial capsule biogenesis inhibitors (AID 488966) | E. coli UTI89 K1F phage lysis, alamar blue, 2 h; higher % means a stronger effect | inhibition, % at 100 µM, or IC50 in µM where a hit was titrated | 340,000 tested, 0.02% active;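 active means phage lysis inhibition, versus mean bacterial control, above a set limit; inconclusive means no clear call, values can overlap the other calls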;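 further: capsule biogenesis inhibitors block K1F phage lysis so surviving cells raise fluorescence; higher fluorescence means more inhibition of phage lysis; actives were called in the ten point dose series up to 300 µM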
P. falciparum M1AAP: P. falciparum M1AAP inhibitors, biochemical, fluorogenic H-Leu-NHMec substrate, 1536-well (AID 1445). recombinant M1AAP, H-Leu-NHMec fluorogenic kinetic assay; higher % means a stronger effect. 220,000 tested, 0.42% active. one-dose inhibition, % at 30 µM; IC50 in µM for titrated hits;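 active means primary inhibition above the hit cutoff, then over 50% inhibition at one or more dose response concentrations, cut at about 23% in these data, passing the limit was not always enough; inconclusive means conflicting primary data, or primary hits not chosen for dose response; inactive means low primary inhibition, or under 50% at every dose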;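 further: plate controls were DMSO full reaction for no effect and no enzyme background for full effect; strong numbers were not always called active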
T cell modulator vesicle-bound %: further read-out of T cell modulator, marked with its call; double positive events, %; measured here: CD8+ vesicle-bound cell fraction;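 binding gate set so that unloaded-vesicle control wells show 10% double positive cells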
Active calls of the source: *; i = inactive; ? = inconclusive; . = not tested or not shown; [ ] = remark or other dose. Unless noted, no stated cut-off is given here; in the data, active means inhibition above about 50%; inactive means the rest.

SMILES	RSV CPE inhibition	West Nile antiviral	human PMI inhibitors	M17LAP inhibition	T cell modulator	T cell modulator vesicle-bound %	human PMI inhibition	TNAP activation fold	UTI89 phage lysis	P. falciparum M1AAP
CN1CCN(C(=O)c2ccccc2-c2nc(-c3ccc(Cl)cc3)no2)CC1	-1.1%	-0.1%	-1%	7%	i	41	4%	1.1	-0.4%	-3%
CCOc1cc(S(=O)(=O)NC2CC(C)(C)NC(C)(C)C2)ccc1F	-1.3%	-0.5%	0%	3%	i	24	7%	1	-0.1%	1%
COC(=O)C[C@H]1c2cc(C(F)(F)F)ccc2S(=O)(=O)N1C1CCCC1	0.2%	-0.1%	.	.	i	13	.	.	0.3%	.
COc1cccc(CN(C)C(=O)CCNC(=O)c2ccc(Br)cc2)c1	2.5%	-1.1%	.	.	i	6	.	.	1.7%	.
CC(C)=CCC/C(C)=C/CCC(C)NCCN1CCNCC1 (stereo not drawn)	-3.5%	-0.9%	-2%	19%	i	40	-2%	1.1	.	10%
CSc1ccc(CN(C)CC(=O)Nc2ccc(NC(C)=O)cc2)cc1	5.2%	0.2%	1%	-8%	i	25	-2%	1.1	-0.1%	-1%
CCCCC1(c2ccc(F)cc2)NC(=O)N(CC(=O)N2CCN(C(=O)c3ccco3)CC2)C1=O (stereo not drawn)	0.7%	-0.9%	.	.	i	30	.	.	0.5%[50 µM]	.
OCC1(CCc2ccccc2)CCN(Cc2ccccc2Cl)CC1	-3.0%	-0.7%	-11%	-5%	i	50	-7%	1	0.5%	0%
O=[N+]([O-])c1ccc2n[nH]nc2c1	1.7%	-0.2%	-6%	46%	i	46	-7%	1.1	-1.7%	3%
COc1ccc(NC(=O)c2ccc3c(c2)C(=O)N(Cc2cccnc2)C3=O)cc1	1.2%	0.4%	0%	3%	i	24	0%	1.2	1.6%	-10%
COc1cc(C(C)=O)ccc1OCC(O)CN1CCN(c2ccccn2)CC1 (stereo not drawn)	-1.6%	-1.7%	.	.	i	42	.	.	-0.3%	.
O=c1c[n+]([O-])c2ccccc2n1OCc1ccccn1	1.4%	0.0%	-1%	17%	i	29	6%	1.1	2.5%	18%
CC(C)CN(C(=O)COC(=O)c1c(Cl)ccc(Cl)c1Cl)C1CCS(=O)(=O)C1 (stereo not drawn)	-0.9%	-1.1%	-6%	4%	i	46	-9%	1	0.0%	3%
O=C1c2ccccc2-c2cccc(C(=O)N3CCN(C(=O)c4ccccc4)CC3)c21	3.3%	-0.7%	-2%	2%	i	40	-1%	2.1	0.5%	-4%
O=C(CCCCCC(=O)N(CCO)CCO)N(CCO)CCO	1.7%	0.4%	4%	13%	i	32	-3%	1	-0.5%[50 µM]	6%
COc1ccc(N2C(=O)N(Cc3cccc(F)c3)c3ccccc3S2(=O)=O)cc1	.	-0.4%	0%	-1%	.	.	4%	1.1	.	0%
COc1ccc(S(=O)(=O)Nc2cccnc2)c(C)c1C	-1.6%	-0.9%	.	.	i	32	.	.	0.5%	.
COC(=O)C1=C(C)N(CCCC(=O)O)C(=O)NC1c1ccc(C(F)(F)F)cc1 (stereo not drawn)	0.3%	-0.3%	.	.	i	30	.	.	0.2%	.
Fc1ccc(C(c2nnnn2C2CCCC2)N2CCN(Cc3ccccc3)CC2)cc1 (stereo not drawn)	.	-0.7%	10%	7%	.	.	0%	1.1	-0.3%	6%
CCNC(=O)O/N=C(\C)c1sc(-c2ccccc2)nc1C	7.9%	-0.3%	14%	-1%	i	56	15%	1	-0.2%	8%
COc1ccc(Cl)cc1NC(=O)N1CCN(CCc2ccccc2)CC1	-2.0%	-0.6%	14%	-4%	i	33	13%	1.1	5.5%	4%
O=C(CCC(=O)Nc1cccc2ccccc12)N/N=C/c1ccco1	2.6%	0.2%	5%	-5%	i	52	-2%	1.1	1.2%[50 µM]	-1%
Oc1ccc(N=Cc2ccc(-c3cccs3)s2)cc1	1.6%	1.3%	55%*	-354%	i	32	31%	1	-3.0%	?
O=C(O)CCc1ccc(-c2ccc(F)cc2)n1CCC(=O)O	-1.2%	-0.1%	6%	22%	i	31	6%	1.1	0.9%	11%
O=C(Nc1cc(C(=O)N2CCCC2)ccc1N1CCCC1)c1ccccc1F	0.2%	0.5%	-32%	6%	i	36	-17%	1.1	3.5%	13%
Cc1ccccc1CSc1ccc2nnc(-c3ccccn3)n2n1	2.1%	-0.8%	-10%	6%	i	64	-18%	1.1	0.1%	5%
CCCC[C@H]1COCCS(=O)(=O)N1Cc1ccc(C)cc1	-0.2%	-0.7%	.	.	i	11	.	.	-0.2%	.
CC1=NN(c2ccccc2)C(=O)/C1=C/c1ccc[nH]1	4.0%	-0.6%	1%	-5%	i	48	-1%	0.9	3.6%	9%
CCc1nnc(NS(=O)(=O)c2ccc(NC(=O)c3ccccc3C)cc2)s1	1.5%	0.8%	-6%	7%	i	40	-9%	1	0.2%[50 µM]	-8%
Cc1cc(C)nc(NC(=O)C(C)N2C(=O)c3ccccc3C2=O)n1 (stereo not drawn)	0.9%	0.4%	0%	-5%	i	51	0%	1.1	1.8%	2%
Cc1ccccc1Nc1c([N+](=O)[O-])cncc1[N+](=O)[O-]	0.2%	-1.5%	.	.	i	62	.	.	0.0%	.
Cc1ccc(OC(=O)NC2CCS(=O)(=O)C2)cc1C (stereo not drawn)	0.8%	0.8%	14%	6%	i	29	19%	1.1	3.9%	-7%
Cc1ccc(NC(=O)C2CCCN(S(=O)(=O)c3c(C)noc3C)C2)cc1 (stereo not drawn)	2.9%	-0.4%	-1%	-9%	i	3	-2%	1.1	-0.2%	3%
Cc1ccc(S(=O)(=O)N/N=C/c2cc(Br)ccc2O)cc1	1.2%	-1.0%	.	8%	i	26	.	.	0.0%	14%
CCCCC1(CC(=O)OC)C(=O)N(c2ccccc2)N(c2ccccc2)C1=O	3.1%	-1.4%	-7%	3%	i	52	-2%	1	-0.2%[50 µM]	-3%
Cc1c(C(=O)C(=O)NCCC2=CCCCC2)c2ccccc2n1C	1.8%	-0.4%	-1%	0%	i	45	8%	1.1	1.0%	4%
Cc1cccc(-n2ncc3c(N(CCO)CCO)ncnc32)c1	8.3%	0.9%	3%	3%	i	31	-2%	1.2	0.5%	7%
CC(C)c1cc(C(=O)Nc2cc(Cl)ccc2O)no1	2.4%	-1.1%	22%	-3%	i	53	19%	0.9	1.1%	15%
c1cncc(-c2nnc(-c3cccnc3)nn2)c1	-1.2%	.	62%*	8%	i	48	49%	0.6	-0.7%	-2%
Clc1cccc(CSc2nnc(-c3c[nH]c4ccccc34)o2)c1	11%	-0.2%	16%	-12%	i	56	18%	1	-0.2%	17%
Cc1c(C(=O)Nc2cccc(C(F)(F)F)c2)oc2ccc(S(=O)(=O)N3CCOCC3)cc12	0.1%	0.3%	8%	9%	i	58	9%	1	6.3%	4%
O=S(=O)(Nc1ccc(Oc2ncccn2)c(Cl)c1)c1ccc(Cl)cc1	2.3%	.	-4%	2%	i	38	5%	1.1	1.0%	9%
CCCCn1ccnc1C	1.3%	0.3%	.	5%	i	46	.	.	0.9%[50 µM]	0%
CCN1C(=O)CS/C1=N\S(=O)(=O)c1ccc(Cl)cc1	0.5%	0.6%	9%	-6%	i	25	6%	1.1	0.4%	-2%
CN(Cc1c(C(=O)N/N=C/c2cccc(O)c2)nnn1-c1nonc1N)c1ccccc1	-0.3%	0.2%	.	.	i	33	.	.	-0.3%	.
O=C(CCS(=O)(=O)c1cc(Br)cc2c1N(C(=O)C1CC1)CC2)NCc1ccco1	.	-0.1%	4%	10%	.	.	10%	1.1	0.2%	7%
Cc1c(/C=N/Nc2ccc(C(=O)O)cc2)c2ccccc2n1C	3.3%	0.1%	.	22%	i	16	.	.	1.6%	8%
CN(C)c1ccc(C2(c3ccc(N(C)C)cc3)OC(=O)c3cc(N)ccc32)cc1	3.0%	-0.7%	.	.	i	52	.	.	0.0%	.
Cc1cc(=O)[nH]c(N/N=C/c2ccc3c(c2)OCCO3)n1	1.2%	-0.2%	.	-4%	i	46	.	.	0.5%	8%
CCCCNc1c(N)n(CCCC)c(=O)[nH]c1=O	0.7%	0.0%	6%	17%	i	52	13%	1.1	.	18%
COc1ccc(C2CC(=O)C3=C(C2)NC(C)=C(C#N)C3c2ccc(N(C)C)cc2)cc1 (stereo not drawn)	3.0%	-0.1%	6%	6%	i	59	-3%	1.1	0.1%	5%
O=C(O)c1nn(CCOc2ccc(Br)cc2)c(=O)c2ccccc12	1.0%	0.0%	.	.	i	26	.	.	0.0%	.
O=C(COC(=O)c1ccccn1)Nc1cccc2ccccc12	2.8%	0.4%	2%	-4%	i	41	-3%	1.1	0.4%	7%
O=C1NNC(=O)C2C3C=CC(C4CC34)C12 (stereo not drawn)	0.4%	-0.3%	-2%	-9%	i	47	3%	1.1	0.1%	-4%
CCc1ccccc1NC1c2ccccc2C(=O)N1c1cccnc1 (stereo not drawn)	0.3%	-0.1%	-11%	-4%	i	42	-14%	1	1.4%	-2%
COc1ccc(C(=O)Nc2ccc([N+](=O)[O-])cn2)cc1OC	0.7%	-0.1%	2%	33%	i	49	-2%	1.1	0.7%	-2%

Source: PubChem (several laboratories)
